JMJD2A Tudor – JMJD2A Tudor domain (human) inhibition. O75164. AlphaScreen JMJD2A-Tudor / H3K4me3 peptide binding. Potency, µM (highest dose often 114 µM), for inactives: top-dose activity change, negative = inhibition, actives largely listed as inhibitors. actives 4.4% (n = 390,000). AID 504339; note: % is set by controls: 0 for no effect and ±100 for the full control effect; nearly all actives have a fitted effect of over 50% in size
ERG Ets-DNA blk – blocks human ERG Ets domain binding to DNA. fluorescence polarization, His-ERG Ets domain / labelled DNA. Potency, µM (series often up to 76.9 µM), inactives show at the highest dose FP activity, negative = inhibition, actives largely listed as inhibitors. P11308. actives 0.028% (n = 370,000). AID 624246; active = well fitted inhibition curve with a large enough effect in the polarisation, with a control signal flat; inconclusive = small, poorly fitted or top-dose-only effect, or effect the other way, or a change in a side signal; inactive = no such curve, though single readings can be large or run the other way; the % refers to the polarisation;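 note: polarization taken with two DNA probes labelled with fluorescein and Texas red; % of control where 0% means no effect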
Target sequence (P11308 whole entry, looked up, the tested form may be a part): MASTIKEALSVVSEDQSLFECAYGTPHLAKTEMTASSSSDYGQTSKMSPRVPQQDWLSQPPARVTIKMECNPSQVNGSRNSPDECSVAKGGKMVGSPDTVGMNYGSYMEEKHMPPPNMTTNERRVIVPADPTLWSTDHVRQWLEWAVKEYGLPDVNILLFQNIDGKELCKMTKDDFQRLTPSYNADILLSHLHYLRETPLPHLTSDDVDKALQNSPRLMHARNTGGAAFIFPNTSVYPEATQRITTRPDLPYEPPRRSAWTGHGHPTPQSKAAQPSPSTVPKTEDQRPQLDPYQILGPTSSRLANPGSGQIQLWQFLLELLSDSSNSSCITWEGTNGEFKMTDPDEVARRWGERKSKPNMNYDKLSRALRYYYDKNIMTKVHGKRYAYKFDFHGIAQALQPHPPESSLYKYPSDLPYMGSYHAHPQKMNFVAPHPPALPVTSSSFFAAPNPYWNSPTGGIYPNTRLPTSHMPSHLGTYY
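His-tagged ERG Ets domain (1 uM in the protein solution; 300mM KCl, 50mM Tris-HCl, 1mM EDTA, 1mM DTT, pH 7.5) received compound, then a probe mix of 5 nM fluorescein-DNA and 100nM Texas-615-DNA. Fluorescence polarization was read for both dyes.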
Tb PGK inh – inhibitors of T. brucei phosphoglycerate kinase. actives 0.043% (n = 380,000). P07378. Potency, µM (titrated, usually from 57.5 µM), without a hit: top-dose activity change, negative = inhibition, hits mostly inhibitors. AID 602233. PGK/GAPDH coupled, Kinase-Glo luminescence, 60 min; note: % is set by controls: 0 for no effect and ±100 for the full control effect; nearly all actives have a fitted effect of over 60% in size
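Luminescent ATP detection (Kinase-Glo Plus) follows a 60-minute room-temperature incubation, with wells lacking PGK as controls. Buffer: 100 mM TEA (pH 7.6), 5 mM MgCl2, 0.01% Tween-20. Coupling enzyme GAPDH (100 nM final) supplies unstable 1,3-BPG in-well.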
HP1b binding inh – HP1-beta chromodomain-methylated histone interaction inhibition | P83916 | AlphaScreen HP1-beta / biotin-H3K9me3 peptide binding | Potency, µM (top dose mostly 114 µM), for inactives: at the highest dose activity change, negative = inhibition, hits mostly inhibitors | actives 0.56% (n = 390,000); note: nearly all actives have a fitted effect of over 70% in size; inactives centre near 23
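AlphaScreen: HP1-beta (50 nM) preformed 30 min with biotin-H3(1-18)K9me3 peptide (50 nM) in PBS pH 7.4, 0.01% Tween-20. Compound added for 30 min at RT, then streptavidin donor/nickel chelate acceptor beads (10 ug/mL) for 30 min.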
rTrxR1 inhibitor – inhibitors of rat thioredoxin reductase 1; O89049; recombinant rTrxR1, NADPH fluorescence consumption, selenite substrate; Potency, µM (doses to about 114 µM), for the others: at the highest dose activity change, negative = inhibition, hits mostly inhibitors; actives 1% (n = 390,000); note: % is set by controls: 0 for no effect and ±100 for the full control effect; nearly all actives have a fitted effect of over 65% in size
Target sequence (O89049 whole entry, looked up): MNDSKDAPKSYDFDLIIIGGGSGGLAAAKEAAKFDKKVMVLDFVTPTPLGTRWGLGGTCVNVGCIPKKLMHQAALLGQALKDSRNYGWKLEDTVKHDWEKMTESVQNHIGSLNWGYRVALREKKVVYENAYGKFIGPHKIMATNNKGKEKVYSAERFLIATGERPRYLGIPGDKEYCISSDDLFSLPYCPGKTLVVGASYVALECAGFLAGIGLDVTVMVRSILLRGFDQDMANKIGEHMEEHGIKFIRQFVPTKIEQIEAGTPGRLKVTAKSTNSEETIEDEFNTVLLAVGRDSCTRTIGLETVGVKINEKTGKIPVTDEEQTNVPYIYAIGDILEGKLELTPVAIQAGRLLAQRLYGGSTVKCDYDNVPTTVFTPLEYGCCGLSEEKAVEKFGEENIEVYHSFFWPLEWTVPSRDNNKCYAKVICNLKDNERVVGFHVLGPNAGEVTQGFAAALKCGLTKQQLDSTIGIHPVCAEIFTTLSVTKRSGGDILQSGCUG
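Rat TrxR1 (90 nM in the dispensed reagent) was pre-reduced with 400 uM NADPH for 5 min at room temperature, then incubated with compound for 15 min. After 400 uM selenite was added, NADPH fluorescence (Ex 340/Em 450 nm) was followed for 8 min.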
Pin1 inh – human Pin1 inhibition; Pin1 FP peptide displacement, HiFluor488, 10 min; actives 0.009% (n = 390,000); Q13526; Potency, µM (doses to about 115 µM), for the others: at the top dose activity, negative = inhibition, actives largely listed as inhibitors; active = well fitted inhibition curve with a large enough effect in the polarisation, with a control signal flat, not every such curve was filed as active; inconclusive = small, poorly fitted or top-dose-only effect, or effect the other way, or a change in a side signal; inactive = no such curve, though single readings can be large or run the other way; the % refers to the polarisation; note: % is set by controls: 0 for no effect and ±100 for the full control effect
GLS inhibitor – inhibitors of human glutaminase (GLS); actives 0.21% (n = 410,000); Potency, µM (titrated, usually from 45.5 µM), without a hit: at the top dose activity change, negative = inhibition, actives largely listed as inhibitors; GLS enzymatic activity, qHTS titration; note: % is set by controls: 0 for no effect and ±100 for the full control effect
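hKGA; 45 mM KH2PO4 pH 8.2 + 0.02% Tween-20; cpd via pin tool; 1 mM Gln soln; GluOx/HRP/Amplex Red; RT 30 min; fluor. t0 & final.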
ALOX12 inh – inhibitors of human 12S-lipoxygenase ALOX12 | purified 12hLO, xylenol orange hydroperoxide absorbance | AID 1671190 | Potency, µM (titrated, usually from 108 µM), without a hit: top-dose activity change, negative = inhibition, usual class: inhibitors | actives 1.1% (n = 580,000); note: % is set by controls: 0 for no effect and ±100 for the full control effect
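Purified human 12hLO (150 nM final) in 25 mM Hepes, 0.01% Triton X-100, pH 7.0 was preincubated 15 min at room temperature with compound. Then 40 uM arachidonic acid was added, 30 min. Hydroperoxide was read by Fe-XO absorbance ratio 573/405 nm.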
RGS4 inh – human RGS4 inhibition. Transcreener GDP fluorescence polarization, RGS4-accelerated GTP hydrolysis. Potency, µM (titrated, usually from 114 µM), for the others: at the top dose activity change, negative = inhibition, usual class: inhibitors. actives 0.039% (n = 390,000). AID 504845; note: % is set by controls: 0 for no effect and ±100 for the full control effect; nearly all actives have a fitted effect of over 75% in size; some results filed as inactive show a strong effect at the top dose
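MLSMR compounds (23 nl, pin-transferred) preincubated 10 min at room temperature with a 500nM (2x) first reagent, then RGS4 at 900nM (2x) plus Transcreener GDP mix added; fluorescence polarization (620/688 nm) read before and after 90 min at 30 °C.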
An asterisk follows results filed as active; [ ] = another dose, or the depositor's remark. Unless noted, calls come from the whole dose curve; as a rule, active = well fitted curve in the direction sought with a large enough effect; inconclusive = small, poorly fitted or top-dose-only effect, or another doubt; inactive = no such curve, though single readings can be large; an effect the other way counts as inactive or inconclusive. Potency is the fitted concentration of half-maximal effect.

For Cc1ccc(C)n1-n1cnc2sc3c(c2c1=O)CCCCC3 the results were JMJD2A Tudor -24.6%, ERG Ets-DNA blk -2.3%, Tb PGK inh -0.1%, HP1b binding inh 12.9%, rTrxR1 inhibitor -18.3%, Pin1 inh inconclusive, GLS inhibitor 1.0%, ALOX12 inh 26.5% and RGS4 inh -0.6%.
S=c1[nH]nc(SCc2ccccc2)c2[nH]cnc12 was read as JMJD2A Tudor -31.0%, ERG Ets-DNA blk 3.0%, Tb PGK inh -2.2%, HP1b binding inh -32.3%, rTrxR1 inhibitor -32.6%, Pin1 inh -2.4%, GLS inhibitor 7.08µM*, ALOX12 inh inconclusive and RGS4 inh inconclusive.
Screening CCN(CCCNC(=O)c1nn(C)c2c1CS(=O)(=O)c1ccccc1-2)Cc1ccccc1 returned JMJD2A Tudor -7.4%, ERG Ets-DNA blk 3.1%, Tb PGK inh -3.2%, HP1b binding inh 28.2%, rTrxR1 inhibitor -13.0%, Pin1 inh -7.6%, GLS inhibitor -18.8%, ALOX12 inh -2.0% and RGS4 inh 32.4%[56.9 µM].
`C=CCOc1cccc(C2C(C(=O)c3ccco3)=C(O)C(=O)N2CCN(CC)CC)c1` (stereo unspecified) gave JMJD2A Tudor -21.4%, ERG Ets-DNA blk 2.9%, Tb PGK inh inactive, HP1b binding inh 17.0%, rTrxR1 inhibitor -35.2%, Pin1 inh 4.5%, GLS inhibitor 20.8%, ALOX12 inh inconclusive and RGS4 inh 19.9%.
O=C(O)CCCC1(C(=O)O)CCCC1 was read as JMJD2A Tudor -10.3%, ERG Ets-DNA blk 2.9%, Tb PGK inh -1.9%, HP1b binding inh 31.2%, rTrxR1 inhibitor 16.7%, Pin1 inh -3.1%, GLS inhibitor -10.6%, ALOX12 inh -11.6% and RGS4 inh -14.5%.
`CSc1ccc(-c2nc(CSCC(=O)NCCCN3CCCC3=O)c(C)o2)cc1` gave JMJD2A Tudor -15.2%, ERG Ets-DNA blk -6.7%, Tb PGK inh inactive, HP1b binding inh 55.3%[activator], rTrxR1 inhibitor -31.6%, Pin1 inh 2.7%, GLS inhibitor -3.3%, ALOX12 inh -4.3% and RGS4 inh -15.2%.
For COc1ccc(CNS(=O)(=O)c2ccc(-c3ccc(=O)[nH]n3)s2)cc1OC the results were JMJD2A Tudor -26.7%, ERG Ets-DNA blk -4.9%, Tb PGK inh -1.6%, HP1b binding inh 44.4%[activator], rTrxR1 inhibitor 17.2%, Pin1 inh 2.6%, GLS inhibitor 1.0%, ALOX12 inh -24.0% and RGS4 inh 4.8%[11.4 µM].
CC(=O)c1c(C)n(CC(=O)NCc2ccc3c(c2)OCO3)c2ccccc12 was read as JMJD2A Tudor -9.9%, Tb PGK inh -6.2%, HP1b binding inh 19.0%, rTrxR1 inhibitor -13.3%[11.4 µM], Pin1 inh 5.0%, GLS inhibitor 5.1%, ALOX12 inh -8.4% and RGS4 inh 7.0%.
O=C(N/N=C/c1cc(Br)cc([N+](=O)[O-])c1O)c1ccc(NC(=O)c2ccc(F)cc2)cc1 was read as JMJD2A Tudor 31.6µM*, ERG Ets-DNA blk 21.4%, Tb PGK inh -0.5%, HP1b binding inh inconclusive, rTrxR1 inhibitor -3.9%, GLS inhibitor -0.4%, ALOX12 inh inconclusive and RGS4 inh 19.5%.
Cc1ccc(Nc2c(-c3ccc(N4CCOCC4)cc3)nc3ccc(C)cn23)cc1 was read as JMJD2A Tudor -14.3%, ERG Ets-DNA blk -4.8%, Tb PGK inh 2.8%, HP1b binding inh 15.2%, rTrxR1 inhibitor 17.6%, Pin1 inh -8.6%, GLS inhibitor -11.0%, ALOX12 inh -19.7% and RGS4 inh 14.5%.
CCn1c(CNC(=O)c2cc(OC)c(OC)c(OC)c2)cc2ccccc21 was read as JMJD2A Tudor -19.2%, ERG Ets-DNA blk 11.2%, Tb PGK inh inactive, HP1b binding inh 17.5%, rTrxR1 inhibitor 14.3%, Pin1 inh -11.6%, GLS inhibitor 0.3%, ALOX12 inh 9.9% and RGS4 inh -12.3%.
Screening CC(=O)NC(C)(CC(=O)c1ccccc1)c1ccccc1 (stereo unspecified) returned JMJD2A Tudor -4.2%, ERG Ets-DNA blk 0.4%, Tb PGK inh -10.1%, HP1b binding inh 70.4%[activator], rTrxR1 inhibitor 13.5%, Pin1 inh -4.6%, GLS inhibitor -2.2%, ALOX12 inh 155.4%[activator] and RGS4 inh 5.1%.
Screening CC(C)[C@H](NC(=O)c1cccc(S(=O)(=O)N2CCOCC2)c1)C(=O)Nc1nc2ccccc2s1 returned JMJD2A Tudor -4.8%, ERG Ets-DNA blk -2.3%, Tb PGK inh -6.9%, HP1b binding inh -7.4%, rTrxR1 inhibitor -7.3%, Pin1 inh 30.9%[activator], GLS inhibitor -6.5%, ALOX12 inh 2.1% and RGS4 inh -12.9%.
`O=C(C1CCOCC1)N1CCC(CO)(CCc2ccccc2)CC1` gave JMJD2A Tudor 0.0%, ERG Ets-DNA blk -1.9%, Tb PGK inh inactive, HP1b binding inh 19.8%, rTrxR1 inhibitor 4.8%[57.1 µM], Pin1 inh -7.7%, GLS inhibitor -5.8%, ALOX12 inh 1.1% and RGS4 inh 16.7%.
O=C(COC(=O)C1CCN(c2ccc(C(F)(F)F)cn2)CC1)c1cccc(Br)c1 was read as JMJD2A Tudor 42.2%[activator], ERG Ets-DNA blk 9.8%, Tb PGK inh inactive, HP1b binding inh 89.3%[activator], rTrxR1 inhibitor 4.0%, Pin1 inh 10.0%, GLS inhibitor -17.0%, ALOX12 inh -14.2% and RGS4 inh -11.5%.
Screening NS(=O)(=O)c1ccc(N2C(=O)C3C4CC(C(Br)C4Br)C3C2=O)cc1 (stereo unspecified) returned JMJD2A Tudor -7.7%, ERG Ets-DNA blk -10.0%, Tb PGK inh -6.2%, HP1b binding inh 45.1%[activator], rTrxR1 inhibitor 8.0%[57.1 µM], Pin1 inh -3.6%, GLS inhibitor -5.0%, ALOX12 inh -0.2% and RGS4 inh -6.9%.
CCC(C)(C(=O)NC1CCCC1)N(C(=O)CNC(=O)c1ccccc1)c1c(C)n(C)n(-c2ccccc2)c1=O (stereo unspecified) was read as JMJD2A Tudor -5.8%, ERG Ets-DNA blk -10.6%, Tb PGK inh -4.2%, HP1b binding inh 14.3%, rTrxR1 inhibitor 32.0%[57.1 µM], Pin1 inh -17.5%, GLS inhibitor -0.6%, ALOX12 inh 5.8% and RGS4 inh 8.6%.
`Cc1noc(C)c1CSc1nnnn1-c1ccc(Cl)cc1` gave JMJD2A Tudor 9.5%, ERG Ets-DNA blk -4.9%, Tb PGK inh -7.5%, HP1b binding inh 36.6%[activator], rTrxR1 inhibitor 9.3%, Pin1 inh 2.5%, GLS inhibitor 0.6%, ALOX12 inh 2.4% and RGS4 inh -6.8%.
For CCOC(=O)c1cn(Cc2ccc(C)cc2)c2cc(F)ccc2c1=O the results were JMJD2A Tudor -15.4%, ERG Ets-DNA blk 7.6%, Tb PGK inh 10.5%, HP1b binding inh 16.8%, rTrxR1 inhibitor -12.6%, Pin1 inh 1.2%, GLS inhibitor -1.3%, ALOX12 inh 8.3% and RGS4 inh 7.5%.
Screening Cc1ccc(NC(=O)Cn2cnc(C(=O)Nc3ccc(C)c(C)c3)n2)cc1C returned JMJD2A Tudor -9.6%, ERG Ets-DNA blk -6.8%, Tb PGK inh -9.5%, HP1b binding inh 11.7%, rTrxR1 inhibitor 5.9%, Pin1 inh -1.2%, GLS inhibitor 3.0%, ALOX12 inh -12.7% and RGS4 inh -5.7%.
`CC(NC(=O)CSc1nnnn1C1CC1)c1ccccc1Br` (stereo unspecified) gave JMJD2A Tudor -15.8%, ERG Ets-DNA blk 17.3%, Tb PGK inh inactive, HP1b binding inh -10.9%, rTrxR1 inhibitor 16.7%, Pin1 inh 7.7%, GLS inhibitor -8.9%, ALOX12 inh -15.0% and RGS4 inh -8.9%.
COc1cccc(-c2csc(N3CCN(CC(=O)NNC(=O)c4ccc(Cl)cc4)CC3)n2)c1 was read as JMJD2A Tudor -11.7%, HP1b binding inh 2.9%, rTrxR1 inhibitor 11.2%, Pin1 inh -4.7%, GLS inhibitor 7.1%, ALOX12 inh 3.7%[57.4 µM] and RGS4 inh 2.1%.
`CCOC(=O)C1CCN(c2c(NC3CCCCCCC3)c(=O)c2=O)CC1` gave JMJD2A Tudor -8.5%, ERG Ets-DNA blk 2.4%, Tb PGK inh -0.2%, HP1b binding inh 35.7%, rTrxR1 inhibitor 4.2%, Pin1 inh -3.9%, GLS inhibitor -3.6%, ALOX12 inh 2.8% and RGS4 inh 1.2%.
For COc1cc(C(=O)NC(=S)Nc2cccc3nc(C)ccc23)cc(OC)c1OC the results were JMJD2A Tudor inconclusive, ERG Ets-DNA blk -3.0%, Tb PGK inh -7.7%, HP1b binding inh 14.4%, rTrxR1 inhibitor 23.8%[57.1 µM], Pin1 inh 14.3%, GLS inhibitor 0.7%, ALOX12 inh 1.9% and RGS4 inh inconclusive.
For CC(=O)N(CCCc1ccc(C(C)(C)C)cc1)CCCN(C)C the results were JMJD2A Tudor -2.2%, Tb PGK inh 0.2%, HP1b binding inh 5.0%, rTrxR1 inhibitor 31.2%, Pin1 inh 2.4%, GLS inhibitor 26.5%, ALOX12 inh 11.4% and RGS4 inh 16.9%.
`CCOc1ccc(S(=O)(=O)N2CCC(C(=O)N3CCc4ccccc4C3)CC2)cc1` gave JMJD2A Tudor -12.4%, ERG Ets-DNA blk 0.1%, Tb PGK inh 1.6%, HP1b binding inh 16.2%, rTrxR1 inhibitor 13.3%, Pin1 inh 8.0%, GLS inhibitor -0.3%, ALOX12 inh 3.9% and RGS4 inh 11.9%.

Screens (PubChem)

These rows are one share of the data; count on the stated rates, not on these rows.
